BRCT PPI red = qHTS Assay for Inhibitors of BRCT-Phosphoprotein Interaction (Red Fluorophore); Potency, µM (highest dose often 76.9 µM), inactives show at the highest dose activity change, negative = inhibition, hits mostly inhibitors; 75,000 compounds, 0.03% hits; BRCT-phosphopeptide binding, red fluorescence polarization; Breast cancer type 1 susceptibility protein (Homo sapiens), P38398; also: % is scaled to controls: 0 for no effect and ±100 for the full control effect
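Rhodamine-labelled pBACH1 10-mer (100 nM) bound to BRCT domain (100 nM) at pH 7.3; compounds incubated 12 min room temperature, polarization read. Free peptide defines full inhibition; unlabelled decapeptide titrated as control.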
USP2a inhib = qHTS Assay for Inhibitors of Ubiquitin-specific Protease USP2a | USP2a enzymatic assay, qHTS inhibition | Potency, µM (series often up to 38.3 µM), inactives show at the highest dose activity change, negative = inhibition, actives largely listed as inhibitors | 60,000 compounds, 0.1% hits;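 also: potency is read from the fitted curve at half-maximal effect; nearly all actives have a fitted effect of over 60% in size; plate controls were DMSO for no effect and NEM full inhibition control for full effect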
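USP2 core (20nM final) preincubated 30 min RT with compound, then Ub-PLA2 20nM and NBD C6-HPC 20uM final added; buffer 20mM Tris-HCl pH 8.0, 2mM CaCl2. Fluorescence Ex 460/Em 535 read at 0 and 2.5 h; normalized to NEM.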
BRCT inh green = qHTS Assay for Inhibitors of BRCT-Phosphoprotein Interaction (Green Fluorophore). Breast cancer type 1 susceptibility protein (Homo sapiens), P38398. BRCA1 BRCT-phosphopeptide binding, green fluorescence polarization. Potency, µM (top dose mostly 76.9 µM), for the others: at the highest dose activity change, negative = inhibition, actives largely listed as inhibitors. 75,000 compounds, 0.05% hits;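 also: potency is read from the fitted curve at half-maximal effect; plate controls were peptide without protein for full effect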
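Compounds were incubated for 12 min at room temperature with a complex of 100 nM fluorescein-tagged pBACH1 decapeptide and 250 nM His-tagged BRCT protein. Buffer was phosphate pH 7.3 with EDTA, DTT and Tween 20. Disruption of binding lowers the polarization signal.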
CRE Fsk mod = Cell signaling CRE-BLA (Fsk stim); Potency, µM (titrated, usually from 38.2 µM), without a hit: top-dose activity change, negative = inhibition, most hits filed as activators; CHO CRE-bla reporter (cAMP response element driving beta-lactamase), forskolin EC10, beta-lactamase ratio; AID 662, 2007; 71,000 compounds, 2.5% hits; active = well fitted activation curve with a large enough effect in the signal ratio, with a control signal flat, not every such curve was filed as active; inconclusive = small, poorly fitted or top-dose-only effect, or effect the other way, or a change in a side signal; the % refers to the signal ratio; also: potency is read from the fitted curve at half-maximal effect; % of control where 0% means no effect
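Reporter-gene assay: CHO cells with beta-lactamase behind cAMP responsive elements, co-treated with compound and EC10 NKH 477 for 3 hours at 37 degrees Celsius. Activity came from the 460/530 nm CCF4 emission ratio.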
Caspase-1 inhib = qHTS Assay for Allosteric/Competitive Inhibitors of Caspase-1; P29466; Caspase-1 enzyme, Ac-WEHD-AFC fluorogenic rate; Potency, µM (doses to about 57.5 µM), without a hit: at the top dose activity change, negative = inhibition, hits mostly inhibitors; 75,000 compounds, 0.03% hits;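 also: potency is read from the fitted curve at half-maximal effect; plate controls were vehicle for no effect and no substrate for full effect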
Tau filament bind = qHTS Assay for Tau Filament Binding; AID 596, 2007; Potency, µM (series often up to 57.1 µM), for inactives: top-dose activity change, negative = inhibition; 71,000 compounds, 2% hits; recombinant tau filaments, thioflavin S fluorescence, 15 h; filaments grown with octadecylsulfate alongside compound;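 also: potency is read from the fitted curve at half-maximal effect; % is scaled to controls: 0 for no effect and ±100 for the full control effect; actives lower thioflavin S fluorescence by blocking filaments or displacing dye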
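His-tagged recombinant human tau (exons 2, 3, 10; 1 uM final) fibrillized with 30 uM sodium octadecylsulfate, 15 h at 37 C, in pH 7.4 HEPES buffer with 10 uM thioflavine S and 5 mM DTT. Reduced ThS fluorescence (450/510 nm) marks activity.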
FLuc inh = qHTS Assay for Inhibitors of Firefly Luciferase; Luciferin 4-monooxygenase (Photinus pyralis), P08659; purified firefly luciferase, luminescence, 8 min; Potency, µM (doses to about 57.1 µM), for the others: at the highest dose activity change, negative = inhibition, most hits filed as inhibitors; 72,000 compounds, 2.2% hits; AID 411, 2009; also: potency is read from the fitted curve at half-maximal effect; % is scaled to controls: 0 for no effect and ±100 for the full control effect; nearly all actives have a fitted effect of over 40% in size
Target sequence (P08659 whole entry, looked up): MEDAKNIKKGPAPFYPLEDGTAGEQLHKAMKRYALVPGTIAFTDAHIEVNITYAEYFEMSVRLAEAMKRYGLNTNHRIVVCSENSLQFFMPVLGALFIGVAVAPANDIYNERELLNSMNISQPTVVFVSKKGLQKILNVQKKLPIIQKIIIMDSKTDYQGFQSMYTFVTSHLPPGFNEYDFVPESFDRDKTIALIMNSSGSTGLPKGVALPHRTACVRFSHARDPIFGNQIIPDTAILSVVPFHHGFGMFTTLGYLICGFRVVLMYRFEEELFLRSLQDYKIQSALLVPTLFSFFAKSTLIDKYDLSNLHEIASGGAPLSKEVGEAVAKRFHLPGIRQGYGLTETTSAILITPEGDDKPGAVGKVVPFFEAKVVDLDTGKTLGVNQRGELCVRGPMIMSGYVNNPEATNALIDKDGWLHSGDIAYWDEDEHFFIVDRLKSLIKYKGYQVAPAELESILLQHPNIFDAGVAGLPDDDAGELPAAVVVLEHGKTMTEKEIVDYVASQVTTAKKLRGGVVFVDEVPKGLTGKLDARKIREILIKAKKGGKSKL
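Firefly luciferase (PKLight detection mix) with 10 uM ATP in pH 7.2 imidazole buffer (KCl, MgCl2, Tween 20, BSA). Compounds tested across a concentration series (qHTS). Luminescence read after 8 min at ambient temperature.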
ERK AVP inh = qHTS Assay for Inhibitors of the ERK Signaling Pathway using a Homogeneous Screening Assay; HEK293-V1b, vasopressin-stimulated pERK AlphaScreen; Potency, µM (highest dose often 57.5 µM), for the others: at the highest dose activity, negative = inhibition, actives largely listed as inhibitors; 72,000 compounds, 0.99% hits; also: potency is read from the fitted curve at half-maximal effect; % is scaled to controls: 0 for no effect and ±100 for the full control effect; nearly all actives have a fitted effect of over 55% in size
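HEK293 cells stably expressing V1b receptor, seeded overnight in 1% FBS, were treated with compounds for 30 min at 37C, then stimulated 5 min with 25 nM vasopressin; phospho-ERK read by AlphaScreen SureFire after lysis.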
A350 fluor = qHTS Assay for Spectroscopic Profiling in A350 Spectral Region; Compound autofluorescence, 340/450 nm, Alexa 350 dye-equivalents; stronger effect = higher value; max dye-equivalent concentration, M; 59,000 compounds, 11% hits; AID 590, 2007; in the data active = max dye-equivalent concentration above about 10 nM; inconclusive = mostly about 1.1 nM to 9.6 nM
HEK293 cAMP ctrl = qHTS Assay for Agonists of the Thyroid Stimulating Hormone Receptor: Activators of Intracellular cAMP Concentrations in Parental HEK 293; Potency, µM (doses to about 57.1 µM), inactives show at the highest dose activation, most hits filed as activators; parental HEK293 CNG cAMP sensor, membrane potential fluorescence; 73,000 compounds, 2.5% hits; also: potency is read from the fitted curve at half-maximal effect; % of control where 0% means no effect; nearly all actives have a fitted effect of over 55% in size
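Parental HEK 293 cells stably expressing a cAMP-gated CNG channel were loaded with membrane potential dye containing 100 uM RO 20-1724 for 60 min. Compound added for 30 min; depolarization read as fluorescence intensity at 590 nm.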
Caspase-7 inhib = qHTS Assay for Allosteric/Competitive Inhibitors of Caspase-7. P55210. recombinant caspase-7, Ac-DEVD-AFC fluorescence rate. Potency, µM (top dose mostly 57.5 µM), inactives show at the highest dose activity change, negative = inhibition, usual class: inhibitors. 75,000 compounds, 0.02% hits; active = well fitted inhibition curve with a large enough effect in the main read-out, with a control signal flat, not every such curve was filed as active; inconclusive = small, poorly fitted or top-dose-only effect, or a change in a side signal; also: potency is read from the fitted curve at half-maximal effect; % of control where 0% means no effect
Target sequence (P55210 24-198 limits assumed): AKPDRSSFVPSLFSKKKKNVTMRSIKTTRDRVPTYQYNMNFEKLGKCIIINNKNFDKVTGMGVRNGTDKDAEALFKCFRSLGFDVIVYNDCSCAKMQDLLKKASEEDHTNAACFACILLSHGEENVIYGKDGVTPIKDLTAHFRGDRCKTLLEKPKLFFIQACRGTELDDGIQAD
Target sequence (P55210 207-303 limits assumed): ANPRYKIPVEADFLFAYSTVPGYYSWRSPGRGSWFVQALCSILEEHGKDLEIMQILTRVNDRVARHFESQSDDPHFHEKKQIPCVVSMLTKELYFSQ
Starred values were filed as active, the others as inactive; i = inactive; ? = inconclusive; nt = not tested or not shown; [ ] = dose if it differs, or a comment. Unless noted, calls follow the shape of the dose curve; as a rule, active = well fitted curve in the direction sought with a large enough effect; inconclusive = small, poorly fitted or top-dose-only effect, or another doubt; inactive = no such curve, though single readings can be large; an effect the other way counts as inactive or inconclusive.

SMILES | BRCT PPI red | USP2a inhib | BRCT inh green | CRE Fsk mod | Caspase-1 inhib | Tau filament bind | FLuc inh | ERK AVP inh | A350 fluor | HEK293 cAMP ctrl | Caspase-7 inhib
c1coc(-c2nn3c(-c4ccco4)nnc3s2)c1 | -1.7% | 8% | -0.1% | 11% | -4% | -8% | 1% | 5% | i | 13% | -3%
N#C/C(=C\c1ccc[nH]1)Sc1nc2ccccc2s1 | 1.2% | ? | 10% | -5% | -11% | -27% | 0% | ? | ? | 3% | 1%
CCOC(=O)CSC1=C(C#N)C(c2ccc(C)cc2)C2=C(CCCC2=O)N1 (stereo unspecified) | 1.4% | -5% | -1.3% | -2% | -6% | 7% | 0% | 7% | 1.1e-07M* | -2% | -3%
Cc1nc2cnc(N3CCNCC3)nc2n(-c2ccccc2)c1=O | 0.4% | 73%[activator] | 12% | ? | ? | -2% | 0%[11.4 µM] | 6% | 1.1e-07M* | 11% | ?
CC(=O)Nc1c(C#N)c(C(C)(C)C)cn1C | 0.0% | -4% | -0.4% | -5% | 2% | 1% | 3% | -11% | ? | -1% | -1%
COc1cc(C2C3C(=O)N(c4ccccc4)C(=O)C3ON2c2ccccc2)cc(OC)c1OC (stereo unspecified) | 1.8% | 18% | -1.1% | -5% | -1% | -5% | 1% | -11% | i | 0% | -2%
CCC(C)(C(=O)NC1CCCCC1)N(CC1CCCO1)C(=O)c1ccccn1 (stereo unspecified) | 0.2% | -3% | -3.4% | -1% | 1% | -14% | 0% | 4% | i | ? | 0%
COc1ccc(OC)c(NC(=O)C(CC(=O)O)NCc2ccco2)c1 (stereo unspecified) | 1.2% | -9% | -1.5% | 1% | 0% | -9% | -1% | -19% | i | 6% | -1%
CCOc1ccc(Oc2nc(NCC(C)C)nc(OC)n2)nn1 | 1.0% | nt | -1.4% | 19% | 0% | -11% | 2% | -1% | nt | -1% | -1%
CC(NC(=O)c1ccccc1)c1nc2ccccc2n1Cc1ccc(C#N)cc1 (stereo unspecified) | 0.0% | 33%[activator] | 0.6% | -14% | -1% | -2% | 0% | -23% | ? | ? | 0%
Cc1cc(NC(=O)c2noc3c2CCCCC3)nn1Cc1ccc(Cl)cc1 | 0.5% | 8% | 0.0% | -8% | 0% | -8% | -15% | 17% | i | ? | -1%
COc1ccccc1Oc1ccc2c(c1)C(=O)N(c1ccc(O)cc1)C2=O | -0.2% | 25% | -0.1% | 10% | -2% | 167% | 0% | 14% | i | 24% | -7%
CCSc1nc2cc(C(=O)OC)ccc2c(=O)n1CC | -0.9% | -4% | 1.1% | ? | -2% | 20% | -3% | 24% | 1.5e-08M* | ? | -1%
CC(C)c1nc(C#N)c(NCCCn2ccnc2)o1 | 1.2% | 1% | -1.2% | 4% | -1% | 0% | -1% | -3% | i | 4% | 0%
O=C(CSc1nnnn1C1CCCC1)NCc1ccc2c(c1)OCO2 | 0.2% | 2% | -1.0% | -8% | 0% | 6% | 0% | -6% | ? | 16% | 0%
Nc1ccc2oc(=O)c3ccccc3c2c1 | 0.0% | 4% | -4.7% | 25% | 1% | -20% | -2% | 10µM* | i | -15% | -2%
Cc1cccc(N(CC(=O)N2CCCC2)S(=O)(=O)c2ccccc2)c1C | -0.3% | 0%[7.66 µM] | -0.2% | ? | 0% | 6%[11.4 µM] | -1% | -8% | nt | 5%[11.4 µM] | 1%
Cc1nnc(SCC(=O)Nc2ccc(Cl)cn2)n1Cc1ccccc1 | -1.4% | -2% | -1.6% | -2% | 0% | 2% | 6% | 0% | i | 17% | -5%
CCn1c(SCC(=O)c2ccc(CNC(C)=O)o2)nnc1-c1cccs1 | -0.1% | 7% | -0.5% | ? | 1% | -7% | 1% | 22% | i | 2% | -2%
COc1ccccc1CNc1ncnc2ccc(-c3cccc(C#N)c3)cc12 | 0.3% | 37%[activator] | -2.1% | ? | -4% | i | -3%[2.29 µM] | ? | i | ? | -6%

Gathered by group: the compounds so far with a halogen.
SMILES | BRCT PPI red | USP2a inhib | BRCT inh green | CRE Fsk mod | Caspase-1 inhib | Tau filament bind | FLuc inh | ERK AVP inh | A350 fluor | HEK293 cAMP ctrl | Caspase-7 inhib
Cc1cc(NC(=O)c2noc3c2CCCCC3)nn1Cc1ccc(Cl)cc1 | 0.5% | 8% | 0.0% | -8% | 0% | -8% | -15% | 17% | i | ? | -1%
Cc1nnc(SCC(=O)Nc2ccc(Cl)cn2)n1Cc1ccccc1 | -1.4% | -2% | -1.6% | -2% | 0% | 2% | 6% | 0% | i | 17% | -5%

Additional records follow.
SMILES | BRCT PPI red | USP2a inhib | BRCT inh green | CRE Fsk mod | Caspase-1 inhib | Tau filament bind | FLuc inh | ERK AVP inh | A350 fluor | HEK293 cAMP ctrl | Caspase-7 inhib
COCCNC(=O)Cn1nc(C(F)(F)F)cc1C | -0.6% | -7% | 0.6% | -2% | -1% | -7% | 0% | 10% | nt | 27% | 3%
O=C(OCC(=O)N1CCCCCC1)c1n[nH]c(=O)c2ccccc12 | 0.6% | -5% | -2.2% | ? | 0% | 7% | -7% | -6% | i | -5% | 6%
CCOc1ccc2nc(NC(=O)Cn3cnc4c3c(=O)n(C)c(=O)n4C)sc2c1 | -0.7% | 27% | -2.5% | ? | 0% | -5% | -6% | -17% | i | -41%[inhibitor] | 3%
COCC(=O)Nc1sc2c(c1C(=O)OC)C(C(=O)OC)CC2 (stereo unspecified) | -0.2% | -11% | -1.0% | ? | 4% | 15% | -1% | -13% | i | 15% | 0%
O=C(NCCCN1CCN(c2ccccc2F)CC1)C1CCC(=O)N1C1CCCCC1 (stereo unspecified) | 0.3% | 5% | -0.5% | -19% | 2% | -5% | -1% | 21% | i | 8% | 0%
Cc1cc(NC(=O)Cn2cnc3c2c(=O)n(C)c(=O)n3C)n(-c2ccccc2)n1 | 1.2% | -2% | 0.5% | ? | 1% | 9% | 1% | -1% | i | -1% | 3%
N#Cc1ccc(C23CC4(C2)[C@H](CN(Cc2ccc(C(F)(F)F)cc2)[C@@H]4c2ccccc2)C3c2ccccc2)cc1 (stereo partly specified) | -1.9% | nt | -3.1% | nt | -2% | nt | nt | -4% | nt | nt | -2%
Cc1ccc2[nH]c3c(=O)n(CCN4CCNCC4)cnc3c2c1 | 0.7% | 0% | -0.3% | -2% | 0% | -9% | 3% | -15% | ? | -13% | -1%
CC1(C)CC(=O)C2=C(C1)N(Cc1ccco1)C(=O)C2(NC(=O)C1CCCCC1)C(F)(F)F (stereo unspecified) | -0.8% | -13% | -2.1% | -11% | 0% | -9% | -5% | -1% | i | 12% | 0%
CCNc1nc(OC)nc(Oc2ccc(=O)n(-c3ccccc3)n2)n1 | -1.2% | -4% | 0.8% | ? | 0% | 1% | 1% | -15% | i | -7% | 0%
CCOCCCNC(=O)C1CCC(=O)N1CCc1ccccc1 (stereo unspecified) | 0.5% | 57%[activator] | -1.9% | 7% | 1% | 0% | 0% | -2% | ? | 0% | 0%
CN(C)S(=O)(=O)c1ccc(NC(=O)c2ccccn2)cc1 | -3.0% | -1% | 3.2% | -3% | 2% | 1% | ? | ? | i | -3% | 1%
CC(C)(C)NC(=O)CSc1nccn1Cc1ccccc1 | -0.6% | 9% | 1.0% | -9% | -2% | 0% | 3% | -23% | nt | 6% | -2%

A350 fluor: entries above that show a hit.
| structure | BRCT PPI red | BRCT inh green | CRE Fsk mod | Caspase-1 inhib | Tau filament bind | FLuc inh | A350 fluor | Caspase-7 inhib |
| --- | --- | --- | --- | --- | --- | --- | --- | --- |
| CCOC(=O)CSC1=C(C#N)C(c2ccc(C)cc2)C2=C(CCCC2=O)N1 (stereo unspecified) | 1.4% | -1.3% | -2% | -6% | 7% | 0% | 1.1e-07M* | -3% |
| Cc1nc2cnc(N3CCNCC3)nc2n(-c2ccccc2)c1=O | 0.4% | 12% | ? | ? | -2% | 0%[11.4 µM] | 1.1e-07M* | ? |
| CCSc1nc2cc(C(=O)OC)ccc2c(=O)n1CC | -0.9% | 1.1% | ? | -2% | 20% | -3% | 1.5e-08M* | -1% |

Source: PubChem
